Bioassay records (PubChem)
SR-BI DiI-HDL act: enhances SR-BI lipid uptake from DiI-HDL. CHO ldlA[mSR-BI] cells, DiI-HDL uptake fluorescence, 3 h; 100 = double the neutral-control signal. 320,000 compounds, 0.096% hits. activation, % at 12.5 µM;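 active = mean replicate activation of at least 60% and every replicate at or above 60%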;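 note: 0% = median plate neutral-control signal and 100% = twice that signal; values of inactives mirror those of a sister screen read the other way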
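Material: SR-BI-overexpressing, LDLR-lacking CHO cells; schedule: compound exposure 3 h, 37 °C; reagent: DiI-labelled HDL at 10 µg/mL final; technique: bottom-read fluorescence, 550/595 nm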
CAL PDZ FP-1: CAL PDZ (human) peptide binding inhibition. purified CAL PDZ, TMR-peptide fluorescence polarization, 1 h. inhibition, % at 24.9 µM. 300,000 compounds, 0.92% hits. Q9HD26. AID 602252;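 active = mean inhibition of at least 30% with at least half of replicates also reaching 30%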;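 note: 0% = DMSO neutral control and 100% = excess unlabeled competitor peptide PRC23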
DAGLB inhibitor: diacylglycerol lipase beta (human) inhibition; 340,000 compounds, 0.059% hits; inhibition, % at 5.17 µM; Q8NCG7; HEK293T DAGLB membrane lysate, EnzChek fluorogenic substrate; in the data active = inhibition above about 34%;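 note: 0% = enzyme with vehicle and 100% = wells lacking enzyme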
cardiac RTF act: increases calcium sensitivity of human cardiac regulated thin filaments; activation, % at 7.2 µM; P19429+P45379; AID 493008; IANBD-labeled TnC RTF fluorescence at EC20 calcium; 0% EC20 calcium, 100% full calcium; 340,000 compounds, 0.24% hits;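 active = activation above the mean over all tested compounds plus 3 SD, cut at about 30% in these data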;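 note: rise in fluorescence read as greater calcium sensitivity of cardiac thin filaments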
Keap1 Nrf2 FP: Keap1-Nrf2 (human) interaction inhibition | 340,000 compounds, 0.15% hits | Keap1 Kelch-Nrf2 peptide fluorescence polarization, 1536-well | AID 504523 | inhibition, % at 9.4 µM | Q14145; in the data active = inhibition above about 12%;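 note: human Keap1 Kelch domain with fluorescein labeled Nrf2 9mer peptide probe; 0% = neutral control wells and 100% = peptide positive control; higher means more block of Keap1 binding to Nrf2 peptide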
Target sequence (Q14145 whole entry, looked up, the tested form may be a part): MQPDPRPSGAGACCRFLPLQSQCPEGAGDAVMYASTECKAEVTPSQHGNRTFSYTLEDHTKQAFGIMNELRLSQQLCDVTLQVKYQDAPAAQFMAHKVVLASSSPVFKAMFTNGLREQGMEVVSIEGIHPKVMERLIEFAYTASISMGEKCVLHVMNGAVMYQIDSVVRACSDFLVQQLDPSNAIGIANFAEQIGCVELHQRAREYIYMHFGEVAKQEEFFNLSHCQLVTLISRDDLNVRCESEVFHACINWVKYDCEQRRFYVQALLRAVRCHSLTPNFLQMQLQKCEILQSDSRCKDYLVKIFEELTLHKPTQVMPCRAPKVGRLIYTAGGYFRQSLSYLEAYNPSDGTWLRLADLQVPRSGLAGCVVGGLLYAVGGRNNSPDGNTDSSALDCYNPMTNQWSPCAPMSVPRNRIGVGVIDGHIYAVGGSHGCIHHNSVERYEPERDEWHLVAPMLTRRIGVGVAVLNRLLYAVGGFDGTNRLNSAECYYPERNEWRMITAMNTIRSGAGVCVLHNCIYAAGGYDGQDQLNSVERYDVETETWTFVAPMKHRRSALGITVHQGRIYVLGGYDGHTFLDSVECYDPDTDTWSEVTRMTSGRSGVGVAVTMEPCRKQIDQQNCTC
C-LANA FP: blocks KSHV LANA C-terminal domain binding to DNA; inhibition, % at 9 µM; MBP-C-LANA/FAM-LBS DNA binding, fluorescence polarization; AID 504423; 340,000 compounds, 0.078% hits;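 active = highest replicate inhibition at or above 60% at 9 µM, even if other replicates fall short; inactive = all replicates below 60% inhibition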;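 note: 0% = neutral control wells and 100% = 4 µM acridine orange control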
CAL PDZ FP-2: inhibitors of human CAL PDZ peptide binding | Q9HD26 | purified CAL PDZ, TMR-peptide fluorescence polarization, 1 h | inhibition, % at 20 µM | 330,000 compounds, 0.02% hits | AID 504414;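 active = highest replicate inhibition of at least 40%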;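 note: plate controls were DMSO neutral control wells for no effect and unlabeled competitor peptide control wells for full effect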
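Control set: unlabelled peptide and DMSO controls / Material: purified CerCALP PDZ construct / Timing: 1 h incubation at room temperature before polarization reading / Doses: 20 µM, one dose / Detection: fluorescence polarization (mP)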
RTF Ca sens inh: cardiac RTF calcium desensitization. inhibition, % at 7.15 µM. 340,000 compounds, 0.12% hits. P19429+P45379. IANBD-labeled cardiac RTF, Ca2+ fluorescence;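 active = inhibition above the mean inhibition of all tested compounds plus 3 SD, cut at about 17% in these data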;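 note: assay run at fixed EC70 calcium of 1.6 mM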
PKA-R2B act: activators of human PKA-R2B complex; PKA-R2B holoenzyme dissociation, Cy5-IP20 fluorescence polarization; R2B truncated from residue 108, S112A mutant; 0% DMSO only, 100% 113 µM cGMP; activation, % at 11.4 µM; 340,000 compounds, 0.079% hits; P22694+P31323;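 active = activation above a cutoff set at the mean over all compounds plus 3 SD, cut at about 18% in these data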;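 note: higher means more holoenzyme dissociation and a rise in polarization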
Rtt109 Vps75: inhibitors of Candida albicans Rtt109/Vps75 histone acetyltransferase. inhibition, % at 34.9 µM. purified Rtt109/Vps75, ThioGlo CoA-SH fluorescence, 4 h. Q5AAJ8. 330,000 compounds, 0.16% hits. AID 540336;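 active = inhibition of at least 50% in every replicate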
Target sequence (Q5AAJ8 whole entry, looked up): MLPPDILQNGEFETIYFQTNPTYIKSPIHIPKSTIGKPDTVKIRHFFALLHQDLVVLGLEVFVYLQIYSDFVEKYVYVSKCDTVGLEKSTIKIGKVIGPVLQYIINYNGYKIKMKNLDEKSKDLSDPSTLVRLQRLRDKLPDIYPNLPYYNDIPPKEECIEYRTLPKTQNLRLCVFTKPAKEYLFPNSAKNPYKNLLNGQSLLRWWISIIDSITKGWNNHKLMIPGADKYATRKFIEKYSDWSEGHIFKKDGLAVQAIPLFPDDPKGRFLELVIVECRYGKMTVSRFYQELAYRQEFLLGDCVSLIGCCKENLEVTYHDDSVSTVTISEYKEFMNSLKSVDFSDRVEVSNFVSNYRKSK
* marks the source's active call; other numbers are inactive results.

What do the screens show for `Cc1cccn2c(=O)c3cc(C(=O)NC4CCCC4)n(C)c3nc12`?
SR-BI DiI-HDL act: 8.0; CAL PDZ FP-1: 1.1; DAGLB inhibitor: 1.1; cardiac RTF act: -2.1; Keap1 Nrf2 FP: -0.8; C-LANA FP: -0.4; CAL PDZ FP-2: -1.1; RTF Ca sens inh: -7.4; PKA-R2B act: 4.6; Rtt109 Vps75: -8.1

How did Cc1cc(NC(=O)CSc2nnc(C(C)N(C)C)n2Cc2ccccc2)no1 (stereo not drawn) do in these assays?
SR-BI DiI-HDL act: 5.4; CAL PDZ FP-1: -0.6; DAGLB inhibitor: 3.7; cardiac RTF act: -0.3; Keap1 Nrf2 FP: -2.4; C-LANA FP: -1.3; CAL PDZ FP-2: -2.7; RTF Ca sens inh: -0.9; PKA-R2B act: 1.9; Rtt109 Vps75: 6.0

Results for C[C@@H]1CN([C@H](C)CO)C(=O)c2cc(NC(=O)Nc3ccc(C(F)(F)F)cc3)ccc2O[C@H]1CN(C)S(=O)(=O)c1ccc(Cl)cc1 ?
SR-BI DiI-HDL act: 73.5*; CAL PDZ FP-1: 1.2; DAGLB inhibitor: -1.3; cardiac RTF act: 1.7; Keap1 Nrf2 FP: -6.5; C-LANA FP: -3.6; CAL PDZ FP-2: -1.4; RTF Ca sens inh: 4.2; PKA-R2B act: -15.4; Rtt109 Vps75: -0.7

Results for Cc1ccc(S(=O)(=O)Cn2nnnc2C(C(C)C)N2CCN(C(=O)c3ccco3)CC2)cc1 (stereo not drawn) ?
SR-BI DiI-HDL act: 26.2; CAL PDZ FP-1: -0.6; DAGLB inhibitor: 0.1; cardiac RTF act: -1.9; Keap1 Nrf2 FP: -1.7; C-LANA FP: -0.8; CAL PDZ FP-2: -1.2; RTF Ca sens inh: -15.0; PKA-R2B act: 8.6; Rtt109 Vps75: 6.4

How did CC(C)[C@H](NC(=O)c1ccco1)C(=O)N(C)Cc1c(F)cccc1Cl do in these assays?
SR-BI DiI-HDL act: 15.0; DAGLB inhibitor: -4.0; cardiac RTF act: -5.3; Keap1 Nrf2 FP: -3.7; C-LANA FP: -1.1; CAL PDZ FP-2: 0.3; RTF Ca sens inh: -19.2; PKA-R2B act: 4.4; Rtt109 Vps75: -0.5

What do the screens show for `O=C(NCCC1=CCCCC1)C(=O)NCC1OCCCN1S(=O)(=O)c1ccccc1` (stereo not drawn)?
SR-BI DiI-HDL act: 10.9; CAL PDZ FP-1: -9.2; DAGLB inhibitor: 2.6; cardiac RTF act: -1.1; Keap1 Nrf2 FP: -6.6; C-LANA FP: -0.2; CAL PDZ FP-2: -0.8; RTF Ca sens inh: -12.3; PKA-R2B act: -4.2; Rtt109 Vps75: -2.8

What do the screens show for `COc1cc(OC)cc(-c2c(-c3ccc(F)cc3)c3cc(-c4cccc5[nH]ccc45)ccc3n2C)c1`?
SR-BI DiI-HDL act: -25.7; CAL PDZ FP-1: -2.1; DAGLB inhibitor: -3.7; cardiac RTF act: 1.3; Keap1 Nrf2 FP: -0.8; C-LANA FP: -1.4; CAL PDZ FP-2: -0.8; RTF Ca sens inh: -2.9; PKA-R2B act: 4.0; Rtt109 Vps75: 0.8

Results for CCCOC(=O)Nc1ccc(S(=O)(=O)Nn2cnnc2)cc1 ?
SR-BI DiI-HDL act: -5.0; CAL PDZ FP-1: 6.3; DAGLB inhibitor: -3.9; cardiac RTF act: -2.3; Keap1 Nrf2 FP: 0.0; C-LANA FP: 0.1; RTF Ca sens inh: 2.0; PKA-R2B act: 1.2; Rtt109 Vps75: 1.1

Results for CC(C)(C)OC(=O)NNC(=O)C12CC3CC(CC(C3)C1)C2 ?
SR-BI DiI-HDL act: 18.1; CAL PDZ FP-1: -2.2; DAGLB inhibitor: -1.6; cardiac RTF act: 0.8; Keap1 Nrf2 FP: 1.9; C-LANA FP: -0.7; CAL PDZ FP-2: -1.7; RTF Ca sens inh: -5.1; PKA-R2B act: 1.4; Rtt109 Vps75: -15.4

What do the screens show for `Cc1ccc(S(=O)(=O)N2CCN(C(=O)C3CCN(c4ncnc5sc(C)c(C)c45)CC3)CC2)c(C)c1`?
SR-BI DiI-HDL act: -42.1; DAGLB inhibitor: 0.1; cardiac RTF act: -3.9; Keap1 Nrf2 FP: 0.4; C-LANA FP: -0.3; CAL PDZ FP-2: -0.6; RTF Ca sens inh: -5.1; PKA-R2B act: -1.6; Rtt109 Vps75: 6.0

Results for O=C(Nc1ccc(Cl)cc1F)C1CC1c1ccccc1 (stereo not drawn) ?
SR-BI DiI-HDL act: 19.0; CAL PDZ FP-1: -3.4; DAGLB inhibitor: -8.1; cardiac RTF act: -0.5; Keap1 Nrf2 FP: 1.0; C-LANA FP: -0.4; CAL PDZ FP-2: -1.3; RTF Ca sens inh: 7.2; PKA-R2B act: -4.2; Rtt109 Vps75: -1.1

What do the screens show for `CCN(CC(=O)NCc1cccs1)C(=O)c1ccccc1F`?
SR-BI DiI-HDL act: 18.0; CAL PDZ FP-1: 3.1; DAGLB inhibitor: 0.5; cardiac RTF act: -2.7; Keap1 Nrf2 FP: -0.4; C-LANA FP: -3.8; CAL PDZ FP-2: -0.2; RTF Ca sens inh: -3.0; PKA-R2B act: -6.3; Rtt109 Vps75: 4.5

Results for CC1Cc2ccccc2N1S(=O)(=O)c1cccc(C(=O)OCC(=O)NCc2ccco2)c1 (stereo not drawn) ?
CAL PDZ FP-1: 3.9; DAGLB inhibitor: -0.5; cardiac RTF act: -0.3; Keap1 Nrf2 FP: -4.3; C-LANA FP: 1.4; CAL PDZ FP-2: 0.8; RTF Ca sens inh: 1.9; PKA-R2B act: 6.0; Rtt109 Vps75: 3.2

What do the screens show for `Oc1ccc(NCc2cccc(OCc3ccc(F)cc3)c2)cc1`?
SR-BI DiI-HDL act: -6.5; DAGLB inhibitor: 5.0; cardiac RTF act: -0.1; Keap1 Nrf2 FP: 0.2; C-LANA FP: 0.4; CAL PDZ FP-2: 0.8; RTF Ca sens inh: 5.5; PKA-R2B act: -15.6; Rtt109 Vps75: 17.5

What do the screens show for `Cc1cccc(-n2c(CNC(=O)c3cccc([N+](=O)[O-])c3C)n[nH]c2=S)c1`?
SR-BI DiI-HDL act: -0.2; CAL PDZ FP-1: 1.8; DAGLB inhibitor: -1.6; cardiac RTF act: 5.0; Keap1 Nrf2 FP: 2.5; C-LANA FP: 1.3; CAL PDZ FP-2: -1.8; RTF Ca sens inh: -8.9; PKA-R2B act: -12.0; Rtt109 Vps75: -11.3

Results for O=C(CN(C(=O)CNC(=O)c1ccco1)c1ccccc1F)NC1CCCCC1 ?
SR-BI DiI-HDL act: 22.4; CAL PDZ FP-1: -1.8; DAGLB inhibitor: -4.8; cardiac RTF act: -4.6; Keap1 Nrf2 FP: 7.0; C-LANA FP: 21.4; CAL PDZ FP-2: -2.6; RTF Ca sens inh: -2.9; PKA-R2B act: 0.2; Rtt109 Vps75: 22.1

What do the screens show for `CN(C)C/C=C/C(=O)Nc1cccc(-c2c[nH]c3ncnc(Oc4ccc(NC(=O)CC(=O)Nc5ccc(F)cc5)cc4F)c23)c1`?
SR-BI DiI-HDL act: -14.1; CAL PDZ FP-1: -6.9; DAGLB inhibitor: -0.7; cardiac RTF act: -3.4; Keap1 Nrf2 FP: -0.4; C-LANA FP: -0.1; CAL PDZ FP-2: -2.0; RTF Ca sens inh: -28.3; PKA-R2B act: 9.5; Rtt109 Vps75: 3.9

How did O=C(N/N=C/c1ccc(O)c(O)c1)c1ccc(-n2cnnn2)cc1 do in these assays?
SR-BI DiI-HDL act: 8.6; DAGLB inhibitor: 1.3; cardiac RTF act: -1.7; Keap1 Nrf2 FP: 3.9; C-LANA FP: 1.5; CAL PDZ FP-2: 0.1; RTF Ca sens inh: -7.0; PKA-R2B act: -10.0; Rtt109 Vps75: 4.4

Results for CCc1cc(=O)oc2c3c(cc(OCC(=O)NCCCOC)c12)OC(C)(C)CC3 ?
SR-BI DiI-HDL act: -33.0; CAL PDZ FP-1: -12.1; DAGLB inhibitor: 0.5; cardiac RTF act: -2.7; Keap1 Nrf2 FP: 3.7; C-LANA FP: 0.0; CAL PDZ FP-2: -1.0; RTF Ca sens inh: -5.4; PKA-R2B act: -2.9; Rtt109 Vps75: -0.7

What do the screens show for `COc1cccc(C(=O)NCCS(=O)(=O)N2CC(C)CC(C)C2)c1` (stereo not drawn)?
SR-BI DiI-HDL act: 14.1; CAL PDZ FP-1: 9.4; DAGLB inhibitor: -2.3; cardiac RTF act: 5.4; Keap1 Nrf2 FP: -4.8; C-LANA FP: 1.8; CAL PDZ FP-2: -2.5; RTF Ca sens inh: 5.5; PKA-R2B act: -8.8; Rtt109 Vps75: -4.3

Results for Cc1cc([N+](=O)[O-])ccc1NC(=O)c1cc2ccccc2o1 ?
SR-BI DiI-HDL act: -9.2; CAL PDZ FP-1: -4.0; DAGLB inhibitor: -3.6; cardiac RTF act: 1.4; Keap1 Nrf2 FP: -6.8; C-LANA FP: 1.6; CAL PDZ FP-2: -0.6; RTF Ca sens inh: -3.6; PKA-R2B act: 10.3; Rtt109 Vps75: 0.2

Results for O=c1[nH]nc(CNc2ccc(OC(F)(F)F)cc2)c2ccccc12 ?
SR-BI DiI-HDL act: 1.2; CAL PDZ FP-1: 1.1; DAGLB inhibitor: 3.3; cardiac RTF act: -1.7; Keap1 Nrf2 FP: -0.1; C-LANA FP: -0.3; CAL PDZ FP-2: -2.1; RTF Ca sens inh: 2.7; PKA-R2B act: -13.9; Rtt109 Vps75: -1.8

Results for Cc1ccc(C)c(S(=O)(=O)N(C)C2(C)CCS(=O)(=O)C2)c1 (stereo not drawn) ?
SR-BI DiI-HDL act: 8.1; CAL PDZ FP-1: -2.8; DAGLB inhibitor: -1.5; cardiac RTF act: 5.9; Keap1 Nrf2 FP: -1.0; C-LANA FP: 0.0; CAL PDZ FP-2: -2.6; RTF Ca sens inh: -13.0; PKA-R2B act: -12.4; Rtt109 Vps75: -0.8

What do the screens show for `CCN(CC)S(=O)(=O)c1cccc(-c2nnc(SCC(=O)NC)n2N)c1`?
SR-BI DiI-HDL act: 12.0; CAL PDZ FP-1: -1.1; DAGLB inhibitor: -2.6; cardiac RTF act: 0.9; Keap1 Nrf2 FP: 0.3; C-LANA FP: -1.9; CAL PDZ FP-2: -2.2; RTF Ca sens inh: -10.6; PKA-R2B act: -10.7; Rtt109 Vps75: -5.1

What do the screens show for `Nc1nc(SCC(=O)NC2CCCC2)[nH]c(=O)c1NC(=O)c1cccs1`?
SR-BI DiI-HDL act: 2.2; CAL PDZ FP-1: -3.3; DAGLB inhibitor: -0.8; cardiac RTF act: 8.5; Keap1 Nrf2 FP: -5.4; C-LANA FP: -1.5; CAL PDZ FP-2: -0.7; RTF Ca sens inh: -8.1; PKA-R2B act: -4.4
